High-throughput results from PubChem.
Siah-1 displacement – Siah-1 peptide-binding antagonists, primary screen, biochemical, fluorescence polarization, rhodamine-plectin, uHTS (AID 1817) | Siah-1 / rhodamine-plectin peptide fluorescence polarization; higher % means a stronger effect | displacement, % at 20 µM; hits with a dose series show IC50 in µM | 290,000 compounds, 0.02% hits;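 active = displacement of at least 50% at 20 µM, with a fluorescence ratio check between 0.3 and a set limit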;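 also: plate controls were Siah plus tracer with DMSO for no effect and tracer alone without Siah for full effect; strong numbers were not always called active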
Hep lipid drop – modulators of hepatic lipid droplet formation. AML12 mouse hepatocytes, oleate lipid droplets, BODIPY imaging. AID 1656. 240,000 compounds, 0.4% hits. inhibition, % at 6.5 µM;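 active = lipid droplet intensity inhibited by at least 50%, with more than 500 cells counted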
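Technique: fluorescence imaging, 20x objective, two fields per well / Assay system: AML12 hepatocytes (mouse) / Measure: % inhibition of lipid droplet signal / Doses: 6.5 µM single-point dosing / Incubation: overnight exposure / Reagent: 100 µM oleic acid challenge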
P. falciparum M1AAP – P. falciparum M1AAP inhibitors, biochemical, fluorogenic H-Leu-NHMec substrate, 1536-well (AID 1445) | recombinant M1AAP, H-Leu-NHMec fluorogenic kinetic assay; higher % means a stronger effect | one-dose inhibition, % at 30 µM; IC50 in µM for titrated hits | 220,000 compounds, 0.42% hits;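 active = primary inhibition above the hit cutoff, then over 50% inhibition at one or more dose response concentrations, cut at about 23% in these data, passing the limit was not always enough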;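 also: plate controls were DMSO full reaction for no effect and no enzyme background for full effect; strong numbers were not always called active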
TNAP activation fold – human TNAP enzyme activators, primary screen, biochemical, luminescent, no phosphate acceptor, uHTS (AID 1001). purified TNAP, luminescent activation assay, no phosphate acceptor; higher activation fold means a stronger effect. activation fold at 20 µM; hits with a dose series show EC50 in µM. 200,000 compounds, 0.03% hits; in the data active = activation fold from about 3, or a potency from the dose series; inactive = the rest, 99 in 100 with activation fold below about 1.6; also: many of its hits are not listed in these tables
XIAP displacement – XIAP antagonists, biochemical, IAP family, fluorescence polarization (AID 1018) | XIAP BIR domain, fluorescence polarization peptide displacement; higher % means a stronger effect | displacement, % at 20 µM; hits with a dose series show IC50 in µM | 200,000 compounds, 0.007% hits; in the data active = displacement above about 50%; also: a part of the inactive calls stands beside numbers as strong as those of hits
UTI89 phage lysis – protection from phage-mediated lysis, alamar blue read-out – E. coli UTI89, K1F phage, bacterial capsule biogenesis inhibitors (AID 488966) | inhibition, % at 100 µM; hits with a dose series show IC50 in µM | E. coli UTI89 K1F phage lysis, alamar blue, 2 h; higher % means a stronger effect | 340,000 compounds, 0.02% hits;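 active = phage lysis inhibition, versus mean bacterial control, above a set limit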;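 also: capsule biogenesis inhibitors block K1F phage lysis so surviving cells raise fluorescence; higher fluorescence means more inhibition of phage lysis; actives were called in the ten point dose series up to 300 µM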
human PMI inhibitors – human PMI inhibitors, high substrate, primary screen, biochemical, fluorescence intensity, high mannose 6-phosphate (AID 1220) | one-dose inhibition, % at 20 µM; IC50 in µM for titrated hits | 190,000 compounds, 0.66% hits | recombinant PMI enzyme, coupled fluorescence intensity; higher % means a stronger effect
PMI inhibitors – MPI enzyme activity inhibition – biochemical, fluorescence intensity, coupled assay, primary screen (AID 1209) | purified PMI enzyme, coupled fluorescence intensity; higher % means a stronger effect | inhibition, % at 20 µM, or IC50 in µM where a hit was titrated | 190,000 compounds, 0.42% hits;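 also: plate controls were DMSO vehicle for no effect and wells lacking substrate for full effect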
M17LAP inhibition – P. falciparum M17LAP inhibitors, primary screen, biochemical, fluorogenic H-Leu-NHMec substrate, 1536-well (AID 1619). recombinant M17LAP, H-Leu-NHMec fluorogenic kinetic assay; higher % means a stronger effect. inhibition, % at 30 µM, or IC50 in µM where a hit was titrated. 220,000 compounds, 0.38% hits;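 active = compound inhibiting the enzyme by more than half at any dose during confirmatory dose-response retesting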;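 also: plate controls were full reaction with DMSO carrier for no effect and no enzyme background for full effect; strong numbers were not always called active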
Hep lipid drop cells 6.5 µM – second read-out of Hep lipid drop, no call of its own (marks repeat the call); cell count; measured here: cell count, cytotoxicity flag;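 cells counted across two imaged fields per well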
* marks the source's active call; other numbers are inactive results; i = inactive; nt = not tested or not shown; [ ] = another dose, or the depositor's remark. Rule as the data show it, unless noted: active = inhibition above about 50%; inactive = the rest.

SMILES	Siah-1 displacement	Hep lipid drop	Hep lipid drop cells 6.5 µM	P. falciparum M1AAP	TNAP activation fold	XIAP displacement	UTI89 phage lysis	human PMI inhibitors	PMI inhibitors	M17LAP inhibition
O=C(Nc1nc2ccc3ccccc3c2s1)c1ccc(N2CCCCC2)c([N+](=O)[O-])c1	3%	20	617	1%	1.1	-1.5%	-1.6%	19%	18%	-2%
C/C(=N\NC(=O)c1ccccc1)c1ccc(NC(=O)c2cccs2)cc1	7%	-18	590	3%	1.2	-15%	1.6%[50 µM]	12%	15%	9%
COCCNC(=O)C(=O)NNS(=O)(=O)c1ccc(Cl)cc1	-2%	-2	613	7%	1	-5.5%	0.4%	8%	-5%	5%
CCOCCCNC(=O)C(NC(=O)CC1NC(=O)NC1=O)c1ccc(Cl)cc1 (stereo not given)	3%	nt	nt	-1%	1.1	-21%	-1.1%	0%	1%	1%
CC(=O)OCC(=O)NCc1ccc2c(c1)OCO2	0%	nt	nt	0%	1.1	-3.5%	-0.5%	2%	2%	-5%
CCC(=O)c1ccc(OCc2ccc(C(=O)OC)o2)c(OC)c1	-4%	nt	nt	5%	1.1	-2.8%	-0.3%	8%	9%	-1%
O=C(Nc1ccc(NC(=O)c2sc3ccccc3c2Cl)cc1Cl)c1ccco1	-2%	nt	nt	-6%	1	-9.1%	2.6%	7%	4%	-12%
CCOc1ccc(C2=Nn3cnnc3SC2)cc1	-1%	nt	nt	3%	1	-1.1%	0.9%	-14%	-11%	2%
COCCN(CCOC)S(=O)(=O)c1ccc(C(=O)Nc2ccc([N+](=O)[O-])cc2OC)cc1	-6%	15	675	7%	1	-4.3%	0.2%	25%	14%	-7%
C=CCc1ccc(OCC(O)COCC)c(OC)c1 (stereo not given)	4%	0	755	3%	1.1	-3.8%	0.6%	1%	10%	12%
CCn1c(SCC(=O)N(C)C2CCS(=O)(=O)C2)nnc1-c1cccs1 (stereo not given)	2%	10	717	1%	1.2	0.4%	-0.2%	-9%	-4%	-11%
CSc1ccccc1C(=O)Nc1ncc(C)s1	3%	nt	nt	-5%	1.2	-8.0%	-0.1%	4%	2%	-11%
Cn1nccc1C(=O)NC(=S)Nc1sc2c(c1C#N)CCCCC2	1%	nt	nt	7%	0.9	-6.4%	-0.1%	-4%	-2%	3%
CC1CC(=S)Nc2ccccc2N1C(=O)Nc1ccccc1 (stereo not given)	2%	12	722	11%	1	-10%	0.8%[50 µM]	2%	-5%	8%
CCN1CCN(CC(=O)NC2CCCC2)C(=O)C1=O	-2%	nt	nt	4%	0.9	-5.3%	0.5%	6%	-7%	10%
C/[N+]([O-])=C\CC(=O)c1ccc(-c2ccccc2)cc1	-3%	-4	683	7%	1	-14%	-1.1%	-32%	-46%	5%
Cc1cc(Cl)nc2c(C(C)C)cccc12	-1%	-7	678	-2%	1.1	-6.3%	0.4%	0%	1%	9%
CCCCOC(=O)CCc1nc2ccccc2[nH]c1=O	5%	0	769	5%	1	-4.9%	0.4%	-2%	-7%	4%
Clc1ccc(C2=NNC(=NCC3CCCO3)SC2)cc1 (stereo not given)	-4%	-18	725	10%	0.9	-8.6%	0.3%	12%	30%	18%
O=C(CSc1nc(-c2ccccc2Cl)ns1)c1ccc(Cl)cc1	8%	-13	681	3%	1.2	-6.2%	4.2%	10%	18%	82%
Cc1ccc(/C=N/NC(=O)CCn2nc(C)cc2C)c(C)c1	-1%	1	709	3%	1.1	-7.0%	0.2%	4%	13%	8%
Cc1ccccc1OCc1nnc(SCCN2CCCC2)n1-c1ccccc1	-2%	-13	674	0%	1.1	0.9%	-0.2%	-6%	1%	-4%
CC(C)Cc1cc(C(=O)Nc2ccc(F)cc2F)no1	-3%	-16	556	3%	1	-3.5%	3.0%	12%	9%	3%
O=C(CSc1nc(O)c(Cc2ccccc2)c(=O)[nH]1)c1ccccc1	12%	6	702	-1%	nt	nt	0.7%	nt	nt	3%
c1ccc2c(c1)Oc1cccc3cccc-2c13	-8%	-1	651	4%	nt	nt	0.5%	nt	nt	-1%
Cc1cc(C)cc(N2CN=C3SCC(=O)N3C2)c1	3%	3	663	1%	1.2	0.1%	0.2%	8%	4%	-2%
CC(C)c1csc(CN2CCN(Cc3ccc(F)cc3)C(CCO)C2)n1 (stereo not given)	-2%	-9	711	2%	1.1	-12%	1.1%	18%	16%	7%
CCOC(=O)c1ccccc1NC(=O)c1nc2nccc(C)n2n1	-1%	-8	778	2%	1	-2.1%	-0.2%	6%	1%	7%
COc1cc(C(=O)O/N=C(\N)Cc2ccc([N+](=O)[O-])cc2)cc(OC)c1OC	1%	-6	677	6%	nt	nt	nt	nt	nt	7%
O=C(O)/C=C/c1cccc(NC(=O)c2ccc(Cl)cc2)c1	-2%	-5	526	-1%	1.1	-8.0%	-0.1%	nt	nt	-16%
CSCC[C@H](NC(=O)c1ccc(Cl)c(S(=O)(=O)N2CCCC2)c1)c1nc2ccccc2[nH]1	-2%	nt	nt	5%	1.1	-6.7%	0.7%[50 µM]	-46%	5%	-5%
Cc1nc(SCC(=O)N2c3ccccc3Sc3ccccc32)n[nH]1	0%	-12	701	5%	0.9	-8.2%	1.1%	-5%	-14%	17%
COc1ccc(N(C)S(=O)(=O)c2cccc(C(=O)N(C)Cc3ccc(C)o3)c2)cc1	-4%	-11	673	6%	1.1	-12%	-0.3%	1%	0%	19%
O=C(CSc1ncn[nH]1)Nc1c(Br)cc([N+](=O)[O-])cc1Br	5%	0	575	-4%	1	-0.5%	2.8%[50 µM]	5%	10%	44%
Cc1ccc(/C=N/n2c(-c3ccc(Cl)cc3)n[nH]c2=S)s1	11%	3	672	12%	1.1	-6.0%	0.1%	11%	6%	-17%
Cc1occc1-c1nnc(SCC(=O)c2ccccc2)n1CC1CCCO1 (stereo not given)	-2%	nt	nt	2%	1	-7.5%	0.4%	-15%	-11%	2%
COc1ccc(-c2noc(C3CCCN(S(=O)(=O)c4ccc(C)c(Cl)c4)C3)n2)cc1OC (stereo not given)	4%	nt	nt	15%	1	-2.3%	0.2%	16%	14%	15%
O=S(=O)(Cc1cccc(C(F)(F)F)c1)c1ncn[nH]1	-4%	-14	712	4%	1	-9.2%	0.4%	-3%	-11%	13%
Cc1ccc(C(C)C)c(OCc2nnc(SCC(=O)Nc3nccs3)n2C)c1	-1%	6	724	2%	1	-2.2%	i	2%	4%	0%
CCOC(=O)/C=C1\SCC(=O)N1CC(=O)Nc1ccc(OC)c(OC)c1	0%	10	797	2%	1.2	-3.6%	5.0%	2%	8%	-1%
COc1cccc(/C=N\Nc2nncc(-c3ccccc3)n2)c1	2%	nt	nt	1%	1.1	-4.8%	0.0%	-9%	1%	12%
Cc1cc(C(=O)N2CCc3ccccc32)c2cc(F)ccc2n1	0%	nt	nt	5%	1.1	-5.1%	0.0%	18%	8%	-4%
O=C(CSc1nnnn1-c1ccccc1)Nc1ncc2c(n1)CC(c1ccccc1)CC2=O (stereo not given)	5%	0	798	2%	1.1	-2.9%	-0.5%	3%	9%	-3%
CC(C)CNC(=S)Nc1ccc(S(N)(=O)=O)cc1	2%	-5	716	5%	1	0.7%	3.7%	49%	-6%	11%
CCOc1ccc(N(CC(=O)NC2CCCC2)C(=O)CSc2nnc(COc3ccccc3)o2)cc1	-2%	4	640	4%	1	-5.9%	4.0%	2%	0%	1%
COc1cc(C)c(C(C)C)cc1S(=O)(=O)n1cnc(C)c1	1%	-113	410	7%	1.1	-0.3%	0.0%	10%	10%	4%
COc1cccc(CN2CCN(Cc3ccc(OC)c(OC)c3)CC2CCO)c1 (stereo not given)	0%	-5	678	6%	1	-5.1%	-0.7%	10%	16%	4%
CN(c1ccccc1)S(=O)(=O)c1ccc(Cl)c(C(=O)Nc2nc3ccccc3[nH]2)c1	-6%	-6	329	-11%	1.9	2.7%	1.2%	0%	16%	-2%
Cc1[nH]n(-c2ccccc2)c(=O)c1/C=N/n1c(C)nc2ccccc2c1=O	-3%	nt	nt	6%	1	-4.4%	0.3%	-27%	-26%	16%
CC(C)CCNC(=O)NC(=O)Cn1cc(C(F)(F)F)ccc1=O	5%	0	764	-3%	1.1	-25%	nt	-26%	-7%	-4%

An excerpt from above in order of SMILES length, lowest first:
SMILES	Siah-1 displacement	Hep lipid drop	Hep lipid drop cells 6.5 µM	P. falciparum M1AAP	TNAP activation fold	XIAP displacement	UTI89 phage lysis	human PMI inhibitors	PMI inhibitors	M17LAP inhibition
COc1cccc(/C=N\Nc2nncc(-c3ccccc3)n2)c1	2%	nt	nt	1%	1.1	-4.8%	0.0%	-9%	1%	12%
O=S(=O)(Cc1cccc(C(F)(F)F)c1)c1ncn[nH]1	-4%	-14	712	4%	1	-9.2%	0.4%	-3%	-11%	13%
COc1cc(C)c(C(C)C)cc1S(=O)(=O)n1cnc(C)c1	1%	-113	410	7%	1.1	-0.3%	0.0%	10%	10%	4%
CC(C)CCNC(=O)NC(=O)Cn1cc(C(F)(F)F)ccc1=O	5%	0	764	-3%	1.1	-25%	nt	-26%	-7%	-4%
COc1cccc(CN2CCN(Cc3ccc(OC)c(OC)c3)CC2CCO)c1 (stereo not given)	0%	-5	678	6%	1	-5.1%	-0.7%	10%	16%	4%
Cc1ccc(C(C)C)c(OCc2nnc(SCC(=O)Nc3nccs3)n2C)c1	-1%	6	724	2%	1	-2.2%	i	2%	4%	0%
CCOC(=O)/C=C1\SCC(=O)N1CC(=O)Nc1ccc(OC)c(OC)c1	0%	10	797	2%	1.2	-3.6%	5.0%	2%	8%	-1%
Cc1[nH]n(-c2ccccc2)c(=O)c1/C=N/n1c(C)nc2ccccc2c1=O	-3%	nt	nt	6%	1	-4.4%	0.3%	-27%	-26%	16%
CCOc1ccc(N(CC(=O)NC2CCCC2)C(=O)CSc2nnc(COc3ccccc3)o2)cc1	-2%	4	640	4%	1	-5.9%	4.0%	2%	0%	1%
CN(c1ccccc1)S(=O)(=O)c1ccc(Cl)c(C(=O)Nc2nc3ccccc3[nH]2)c1	-6%	-6	329	-11%	1.9	2.7%	1.2%	0%	16%	-2%
